MgcRacGAP inhibition – MgcRacGAP GTPase-activating activity inhibitors, confirmation, biochemical, ADP Hunter fluorescence. Rac GTPase-activating protein 1 (Homo sapiens). MgcRacGAP-stimulated Rac1 GTP hydrolysis, ADP Hunter fluorescence; higher % means a stronger effect; GST-tagged Rac1 F28L mutant substrate. one-dose inhibition, % at 30 µM; IC50 in µM for titrated hits. 340,000 compounds, 0.6% hits. AID 624330, 2012;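 active means first-screen hits whose inhibition reached a set limit at any dose in the follow-up dose series; inconclusive means inhibition above the set first-screen limit but never retested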;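 further: fluorescence reports GDP produced by GAP-driven GTP hydrolysis; strong numbers were not always called active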
West Nile virus CPE – West Nile virus antiviral activity, cell-based, CPE readout (AID 1621) | West Nile virus-infected cells, CPE inhibition; higher % means a stronger effect | one-dose CPE inhibition, % at 10 µM; IC50 in µM for titrated hits | 290,000 compounds, 0.02% hits; in the data active means a potency from the dose series; inconclusive means CPE inhibition mostly from about 3.7% at the one dose, without a potency; inactive means the rest, 99 in 100 with CPE inhibition below about 2.2%; further: strong numbers were not always called active
RSV CPE inhibition – RSV antiviral activity via CPE protection, HEp-2 cells, primary 10 µM value included (AID 2391) | HEp-2 cells, RSV-induced CPE inhibition; higher % means a stronger effect | CPE inhibition, % at 10 µM, or IC50 in µM where a hit was titrated | 310,000 compounds, 0.13% hits; in the data active means a potency from the dose series; inconclusive means CPE inhibition mostly from about 23% at the one dose, without a potency; inactive means the rest, 99 in 100 with CPE inhibition below about 21%; further: strong numbers were not always called active
Salmonella PhoP GFP – inhibitors of PhoP regulon expression, primary screen, Salmonella Typhimurium, GFP reporter (AID 1863); S. Typhimurium PhoP-regulated promoter GFP reporter, 4 h; higher % means a stronger effect; one-dose inhibition, % at 50 µM; IC50 in µM for titrated hits; 300,000 compounds, 0.16% hits;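 active means inhibition over 29.93%, a cutoff 3 SD above the screen mean, later confirmed by dose response; inconclusive means inhibition over 29.93% but no dose response follow-up; inactive means inhibition at most 29.93% or unconfirmed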;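 further: 0% = low Mg2+ inducing control and 100% = high Mg2+ repressing control; strong numbers were not always called active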
Myeloid diff MLP – induction of myeloid progenitor differentiation, primary screen, cell-based, flow cytometry, MLPCN library; ER-HoxA9 myeloid progenitors, lysozyme-GFP differentiation; calls only at 10 µM; 360,000 compounds, 1% hits; AID 624256, 2012;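 active means normalized GFP-positive differentiation at or above the plate's own cutoff, the solvent-only control mean plus 3 SD; inconclusive means no clear call, values can overlap the other calls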;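 further: cells exposed to compound for four days before flow analysis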
WT yeast gro inh – growth inhibition of WT strain, primary screen, mitochondrial fusion inhibitor project, WT and mutant strains, chemical genetic; mitochondrial fusion phenotypic screen; AID 1362, 2008; inhibition, % at 10 µM; 190,000 compounds, 2.1% hits; in the data active means inhibition above about 58%; tested in S. cerevisiae
bCat nuc transl – modulators of beta-catenin nuclear translocation, primary screen, imaging, HeLa cells, immunofluorescence, high-content. 190,000 compounds, 0.3% hits. nuclear translocation activity, % at 5 µM;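 active means nuclear translocation activity above 50% at 5 µM, with a well cell count of 50 or more; inconclusive means wells under 50 cells across six images, flagged as toxic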;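 further: per-cell ratio of nuclear to cytoplasmic median beta-catenin stain intensity; plate controls were DMSO negative control for no effect and GSK-3 inhibitor IX positive control for full effect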
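assay system = human HeLa cells, endogenous beta-catenin | times = compound treatment 24 h, 37°C, 5% CO2 | detection = Anti-beta-catenin immunofluorescence on PFA-fixed, Triton-permeabilized cells, DAPI nuclei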
Large T inhibition – SV40 large T antigen inhibitors, biochemical (AID 1903). SV40 large T antigen ATPase/helicase inhibition assay; higher % means a stronger effect. inhibition, % at 20 µM; hits with a dose series show IC50 in µM. 310,000 compounds, 0.39% hits; in the data active means a potency from the dose series; inconclusive means inhibition mostly from about 32% at the one dose, without a potency; inactive means the rest, 99 in 100 with inhibition below about 32%; further: strong numbers were not always called active
T cell modulator – modulators of CD8 T cell-vesicle binding, primary screen, mouse 2C CD8+ T cells, flow cytometry | 2C CD8+ T cell-vesicle binding; active compounds read low | calls only at 7 µM | 330,000 compounds, 0.068% hits;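 active means response, share of CD8 T cells binding vesicles, and their 90th percentile fluorescence all below set limits, cut at about 80% in these data, passing the limit was not always enough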
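Assay system: 2C TCR transgenic mouse naive CD8+ T cells, MACS-purified | Read-out: CD8+ gate FL2 mean fluorescence as % of same-row positive control | Signal: High-throughput flow cytometry with anti-B7-1 and anti-CD8 staining | Timing: Binding step 1.5 h, 37 °C, antibody labelling 20 min, ice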
WT yeast gro inh mutant strain – recorded beside WT yeast gro inh, whose call it bears; inhibition, %; mitochondrial fusion phenotypic screen, mutant strain inhibition
bCat nuc transl cell count 5 µM – recorded beside bCat nuc transl, whose call it bears; cell count; measured here: cell count, cytotoxicity flag
T cell modulator vesicle-bound % – recorded beside T cell modulator, whose call it bears; double positive events, %; measured here: CD8+ vesicle-bound cell fraction;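 binding gate set so that unloaded-vesicle control wells show 10% double positive cells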
Myeloid diff MLP GFP+ MAC1+ % – also measured in Myeloid diff MLP; calls as there; GFP+ MAC1+ double positive, %; measured here: differentiation confirmed by MAC1 staining
An asterisk follows results filed as active.

`CCC1CN(C(=O)N2CCC(C(=O)NCc3cccc(F)c3)CC2)c2ccccc2O1` (stereo unspecified) gave MgcRacGAP inhibition 9%, West Nile virus CPE -0.6%, RSV CPE inhibition 6.9%, Salmonella PhoP GFP -10%, Myeloid diff MLP inactive, Large T inhibition 17%, T cell modulator inactive, T cell modulator vesicle-bound % 11 and Myeloid diff MLP GFP+ MAC1+ % 5.3.
Screening C[C@@]12C(=O)N(CCO)CC(=O)N1[C@H](/C=C/c1ccccc1)[C@@H]1C(=O)N(c3ccccc3)C(=O)[C@@H]12 returned MgcRacGAP inhibition 4%, West Nile virus CPE -0.8%, RSV CPE inhibition 1.4%, Myeloid diff MLP inactive, Large T inhibition 13%, T cell modulator inactive, T cell modulator vesicle-bound % 33 and Myeloid diff MLP GFP+ MAC1+ % 1.2.
For COC(=O)c1cccc(NC(=O)C(C)(C)C)c1 the results were MgcRacGAP inhibition -1%, West Nile virus CPE 0.1%, RSV CPE inhibition 1.4%, Salmonella PhoP GFP -5%, Myeloid diff MLP inactive, bCat nuc transl 0.4, Large T inhibition 5%, T cell modulator inactive, bCat nuc transl cell count 5 µM 1296, T cell modulator vesicle-bound % 16 and Myeloid diff MLP GFP+ MAC1+ % 0.9.
Screening CCOC(=O)CCC(NC(=O)CCCCC(=O)NC(CCC(=O)OCC)C(=O)OCC)C(=O)OCC (stereo unspecified) returned MgcRacGAP inhibition 8%, West Nile virus CPE -0.3%, RSV CPE inhibition 0.9%, Salmonella PhoP GFP 1%, Myeloid diff MLP inactive, WT yeast gro inh 0, bCat nuc transl -2.2, Large T inhibition 24%, T cell modulator inactive, WT yeast gro inh mutant strain -4, bCat nuc transl cell count 5 µM 1094, T cell modulator vesicle-bound % 29 and Myeloid diff MLP GFP+ MAC1+ % 0.6.
`CCCN1C(=O)c2cc(C(=O)NC3CCCCCC3)ccc2C1O` (stereo unspecified) gave MgcRacGAP inhibition 1%, West Nile virus CPE -0.6%, RSV CPE inhibition 1.9%, Salmonella PhoP GFP 5%, Myeloid diff MLP inactive, WT yeast gro inh 8, bCat nuc transl 1.6, Large T inhibition 1%, T cell modulator inactive, WT yeast gro inh mutant strain 16, bCat nuc transl cell count 5 µM 1093, T cell modulator vesicle-bound % 43 and Myeloid diff MLP GFP+ MAC1+ % 4.2.
Screening O=C(O)CC(SCc1ccc(C(=O)O)o1)C(=O)O (stereo unspecified) returned MgcRacGAP inhibition 3%, West Nile virus CPE 0.4%, RSV CPE inhibition -0.3%, Salmonella PhoP GFP 4%, Myeloid diff MLP inactive, WT yeast gro inh 18, bCat nuc transl -2.8, Large T inhibition 0%, T cell modulator inactive, WT yeast gro inh mutant strain 2, bCat nuc transl cell count 5 µM 1218, T cell modulator vesicle-bound % 26 and Myeloid diff MLP GFP+ MAC1+ % 0.3.
Cc1cc(C)cc(C(=O)Nc2cccc(NC(=O)c3ccco3)c2)c1 was read as MgcRacGAP inhibition 11%, West Nile virus CPE -0.8%, RSV CPE inhibition 2.6%, Salmonella PhoP GFP -1%, Myeloid diff MLP inactive, Large T inhibition 3%, T cell modulator inactive, T cell modulator vesicle-bound % 22 and Myeloid diff MLP GFP+ MAC1+ % 0.6.
For COc1cc(/C=N/Nc2ccc(S(N)(=O)=O)cc2[N+](=O)[O-])cc(OC)c1O the results were MgcRacGAP inhibition 0%, West Nile virus CPE -0.4%, RSV CPE inhibition 1.2%, Salmonella PhoP GFP -6%, Myeloid diff MLP inactive, bCat nuc transl 0.7, Large T inhibition 10%, T cell modulator inactive, bCat nuc transl cell count 5 µM 1301, T cell modulator vesicle-bound % 23 and Myeloid diff MLP GFP+ MAC1+ % 0.7.
For COc1ccc(Cl)cc1NC(=O)CSc1nc2ccsc2c(=O)n1CC1CCC(C(=O)O)CC1 (stereo unspecified) the results were West Nile virus CPE 0.8%, RSV CPE inhibition 51%, Salmonella PhoP GFP -2%, Myeloid diff MLP inconclusive, Large T inhibition 6%, T cell modulator inactive and T cell modulator vesicle-bound % 50.
`NS(=O)(=O)c1ccc(CCNS(=O)(=O)Cc2ccc(Cl)cc2)cc1` gave MgcRacGAP inhibition 10%, West Nile virus CPE -0.3%, RSV CPE inhibition 0.1%, Salmonella PhoP GFP -3%, Myeloid diff MLP inactive, Large T inhibition 8%, T cell modulator inactive, T cell modulator vesicle-bound % 59 and Myeloid diff MLP GFP+ MAC1+ % 0.5.
COc1ccc(C(C(=O)NC(C)(C)C)N(C(=O)CCC(=O)Nc2cc(C)on2)c2ccc3c(c2)OCCO3)cc1 (stereo unspecified) was read as MgcRacGAP inhibition 6%, West Nile virus CPE -0.8%, RSV CPE inhibition 0.4%, Salmonella PhoP GFP 9%, Myeloid diff MLP inactive, Large T inhibition -4%, T cell modulator inactive, T cell modulator vesicle-bound % 9 and Myeloid diff MLP GFP+ MAC1+ % 1.8.
Screening CCOc1ccc(S(=O)(=O)n2cc(-c3ccccc3)c(N)n2)cc1 returned MgcRacGAP inhibition 7%, West Nile virus CPE 0.3%, RSV CPE inhibition 1.1%, Salmonella PhoP GFP -4%, Myeloid diff MLP inactive, WT yeast gro inh 3, bCat nuc transl -3.3, Large T inhibition 5%, T cell modulator inactive, WT yeast gro inh mutant strain -4, bCat nuc transl cell count 5 µM 1311, T cell modulator vesicle-bound % 20 and Myeloid diff MLP GFP+ MAC1+ % 1.2.
`CCOc1ccc(/C=C/C(=O)Oc2ccccc2)cc1` gave MgcRacGAP inhibition 3%, West Nile virus CPE -0.5%, RSV CPE inhibition 9.2%, Salmonella PhoP GFP -7%, Myeloid diff MLP inactive, Large T inhibition 7%, T cell modulator inactive, T cell modulator vesicle-bound % 60 and Myeloid diff MLP GFP+ MAC1+ % 0.0.
O=C(CCSc1nnc2ccc3ccccc3n12)Nc1ccc(F)cc1 was read as MgcRacGAP inhibition 2%, West Nile virus CPE 0.0%, RSV CPE inhibition 2.3%, Salmonella PhoP GFP 5%, Myeloid diff MLP inactive, WT yeast gro inh 11, Large T inhibition -8%, T cell modulator inactive, WT yeast gro inh mutant strain 9, T cell modulator vesicle-bound % 34 and Myeloid diff MLP GFP+ MAC1+ % 0.3.
For COc1ccc(N(CC(=O)Nc2ccc(S(=O)(=O)N3CCOCC3)cc2)S(=O)(=O)c2ccc(F)cc2)cc1 the results were MgcRacGAP inhibition 1%, West Nile virus CPE 0.0%, RSV CPE inhibition -2.6%, Salmonella PhoP GFP -8%, Myeloid diff MLP inactive, WT yeast gro inh 15, bCat nuc transl -1.3, Large T inhibition 2%, T cell modulator inactive, WT yeast gro inh mutant strain 16, bCat nuc transl cell count 5 µM 965, T cell modulator vesicle-bound % 57 and Myeloid diff MLP GFP+ MAC1+ % 0.6.
O=C(NCc1ccccn1)C1CCN(S(=O)(=O)N2CCCC2)CC1 was read as MgcRacGAP inhibition 3%, West Nile virus CPE -0.3%, RSV CPE inhibition 1.4%, Salmonella PhoP GFP 2%, Myeloid diff MLP inactive, WT yeast gro inh -3, Large T inhibition 2%, T cell modulator inactive, WT yeast gro inh mutant strain 3, T cell modulator vesicle-bound % 24 and Myeloid diff MLP GFP+ MAC1+ % 1.4.
`CCOC(=O)c1c(NC(=O)Cn2cnc([N+](=O)[O-])n2)sc2c1CCCC2` gave MgcRacGAP inhibition 5%, West Nile virus CPE -1.1%, RSV CPE inhibition 0.6%, Salmonella PhoP GFP 4%, Myeloid diff MLP inactive, WT yeast gro inh 7, bCat nuc transl -2.4, Large T inhibition 6%, T cell modulator inactive, WT yeast gro inh mutant strain 13, bCat nuc transl cell count 5 µM 1079, T cell modulator vesicle-bound % 23 and Myeloid diff MLP GFP+ MAC1+ % 0.1.
COc1ccc(Cn2c(CCC(=O)Nc3ccc(C)c(C)c3)nc3cccnc32)cc1 was read as MgcRacGAP inhibition 2%, West Nile virus CPE -0.3%, RSV CPE inhibition 2.3%, Salmonella PhoP GFP -11%, Myeloid diff MLP inactive, WT yeast gro inh 7, bCat nuc transl -2.7, Large T inhibition 20%, T cell modulator inactive, WT yeast gro inh mutant strain 2, bCat nuc transl cell count 5 µM 1155, T cell modulator vesicle-bound % 42 and Myeloid diff MLP GFP+ MAC1+ % 1.3.
`CCN(CC)c1ccc(/C=N/n2c(-c3ccccc3Br)n[nH]c2=S)cc1` gave MgcRacGAP inhibition 11%, West Nile virus CPE -0.3%, RSV CPE inhibition 2.1%, Salmonella PhoP GFP 1%, Myeloid diff MLP inactive, bCat nuc transl 2.2, Large T inhibition 20%, T cell modulator inactive, bCat nuc transl cell count 5 µM 1292, T cell modulator vesicle-bound % 23 and Myeloid diff MLP GFP+ MAC1+ % 0.7.
Cc1ccc2nsnc2c1S(=O)(=O)N1CCCC1C(=O)O (stereo unspecified) was read as MgcRacGAP inhibition 6%, West Nile virus CPE -0.4%, RSV CPE inhibition 0.7%, Salmonella PhoP GFP -8%, Myeloid diff MLP inactive, WT yeast gro inh 3, bCat nuc transl -0.8, Large T inhibition 1%, T cell modulator inactive, WT yeast gro inh mutant strain -1, bCat nuc transl cell count 5 µM 975, T cell modulator vesicle-bound % 37 and Myeloid diff MLP GFP+ MAC1+ % 0.9.

2 compounds drawn at random from those above, as already listed:
Screening C[C@@]12C(=O)N(CCO)CC(=O)N1[C@H](/C=C/c1ccccc1)[C@@H]1C(=O)N(c3ccccc3)C(=O)[C@@H]12 returned MgcRacGAP inhibition 4%, West Nile virus CPE -0.8%, RSV CPE inhibition 1.4%, Myeloid diff MLP inactive, Large T inhibition 13%, T cell modulator inactive, T cell modulator vesicle-bound % 33 and Myeloid diff MLP GFP+ MAC1+ % 1.2.
For COc1ccc(Cl)cc1NC(=O)CSc1nc2ccsc2c(=O)n1CC1CCC(C(=O)O)CC1 (stereo unspecified) the results were West Nile virus CPE 0.8%, RSV CPE inhibition 51%, Salmonella PhoP GFP -2%, Myeloid diff MLP inconclusive, Large T inhibition 6%, T cell modulator inactive and T cell modulator vesicle-bound % 50.

Compound activity from PubChem BioAssay.
